# MOR-DOR inv ag: mu-delta opioid heterodimer inverse agonism. AID 504357. cell-based MOR-DOR heterodimer luminescence. P35372+P41143. hit rate 0.21% among 340,000. inhibition, % at 9.3 µM; in the data active = inhibition above about 22%, passing the limit was not always enough;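 note: 0% = cells with DMSO and 100% = wells without cells with DMSO; values of inactives mirror those of a sister screen read the other way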
# Mot1-301 SUMO: blocks SUMOylation pathway, rescuing yeast Mot1-301 growth. S. cerevisiae Mot1-301 growth rescue, ATP luminescence, 38.5C; percent above DMSO median, 100 means doubled. hit rate 1% among 320,000. growth rescue, % at 18.8 µM;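 active = every valid replicate shows activation above 250% relative to neutral control wells; inactive = the rest, any valid replicate at or below 250%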;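 note: OY570 slx delta 5 strain wells were the positive control but not used for scaling; some compounds called inactive have numbers as strong as hits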
# HTR5A inv ag: HTR5A inverse agonism, opioid heterodimer counter-screen; hit rate 0.083% among 340,000; P47898; AID 504634; inhibition, % at 9.3 µM; HTR5A cell line, luminescence; in the data active = inhibition mostly above about 23%, no sharp cut-off; inactive = mostly below about 18%;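 note: 0% = cells with DMSO and 100% = no-cell wells with DMSO; some compounds called inactive have numbers as strong as hits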
# Target sequence (P47898 whole entry, looked up): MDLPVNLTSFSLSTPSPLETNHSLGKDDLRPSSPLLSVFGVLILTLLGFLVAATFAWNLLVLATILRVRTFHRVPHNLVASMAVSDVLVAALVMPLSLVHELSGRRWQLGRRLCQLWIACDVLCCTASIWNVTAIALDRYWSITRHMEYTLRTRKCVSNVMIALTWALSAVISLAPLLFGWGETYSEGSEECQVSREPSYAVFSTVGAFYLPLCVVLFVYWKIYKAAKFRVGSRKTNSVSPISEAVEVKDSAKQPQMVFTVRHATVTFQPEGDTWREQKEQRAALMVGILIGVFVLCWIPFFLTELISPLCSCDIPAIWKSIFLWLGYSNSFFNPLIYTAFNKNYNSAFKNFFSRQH
# PKA-R1A act: activators of PKA-R1A complex | P00514+P68181 | PKA-R1A dissociation, Cy5-IP20 fluorescence polarization; scaled: DMSO 0%, 113 µM cGMP 100% | activation, % at 11.4 µM | hit rate 0.083% among 340,000;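 active = percent activation above the mean of all tested compounds plus 3 SD, cut at about 19% in these data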;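 note: higher means more PKAc released from R1A so a rise in polarization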
# AddAB inh: less growth of phage-infected E. coli with AddAB | hit rate 0.29% among 330,000 | inhibition, % at 11.9 µM | AID 435030 | E. coli expressing H. pylori AddAB, absorbance growth; in the data active = inhibition above about 12%;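 note: 0% = vehicle wells of infected cells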
# E coli growth: reduces bacterial viability in AddAB counter-screen | E. coli V3065 growth, OD600 absorbance, 18 h | inhibition, % at 11.9 µM | hit rate 0.27% among 330,000 | AID 449728;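 active = inhibition above the campaign's mean inhibition across all tested compounds plus 3 SD, cut at about 9.9% in these data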;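 note: uninfected addAB+ strain grown without phage in ampicillin broth; 0% = DMSO wells and 100% = ciprofloxacin 0.95 µg/ml wells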
# PKA-R2B act: activators of human PKA-R2B complex; P22694+P31323; PKA-R2B holoenzyme dissociation, Cy5-IP20 fluorescence polarization; R2B truncated from residue 108, S112A mutant; 0% DMSO only, 100% 113 µM cGMP; activation, % at 11.4 µM; hit rate 0.079% among 340,000;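 active = activation above a cutoff set at the mean over all compounds plus 3 SD, cut at about 18% in these data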;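 note: higher means more holoenzyme dissociation and a rise in polarization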
# Target sequence (P31323 whole entry, looked up, other chains not shown, the tested form may be a part): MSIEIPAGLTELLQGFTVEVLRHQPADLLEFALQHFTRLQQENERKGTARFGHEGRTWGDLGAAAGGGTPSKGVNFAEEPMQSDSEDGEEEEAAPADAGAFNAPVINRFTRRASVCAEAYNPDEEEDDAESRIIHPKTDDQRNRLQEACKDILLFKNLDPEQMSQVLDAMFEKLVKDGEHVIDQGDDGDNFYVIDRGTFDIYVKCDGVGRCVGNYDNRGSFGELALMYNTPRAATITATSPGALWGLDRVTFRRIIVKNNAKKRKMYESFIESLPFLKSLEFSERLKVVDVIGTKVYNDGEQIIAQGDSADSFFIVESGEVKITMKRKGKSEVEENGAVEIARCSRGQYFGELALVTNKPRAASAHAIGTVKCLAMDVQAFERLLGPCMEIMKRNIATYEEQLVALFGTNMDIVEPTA
# Tat transport: blocks Tat-dependent protein export in E. coli; E. coli MC4100 TorA-mCherry Tat export, fluorescence; inhibition, % at 10 µM; hit rate 0.036% among 340,000; AID 488895;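 active = mean replicate inhibition at least 50% and at least half of replicates individually reaching 50%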;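 note: exported cargo escapes ClpAP degradation while cytoplasmic cargo is degraded and loses fluorescence; 0% = median of neutral control wells and 100% = median of NaSCN control wells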
# OPRM1-OPRD1 ag: agonists of human mu-delta opioid receptor heterodimerization; P35372+P41143; cells, OPRM1-OPRD1 heterodimerization, luminescence; activation, % at 9.3 µM; hit rate 0.3% among 340,000; AID 504326; in the data active = activation above about 18%;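 note: 0% = vehicle-treated cells and 100% = reference agonist; values of inactives mirror those of a sister screen read the other way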
# PfHsp90 set2: inhibits growth of yeast expressing Plasmodium falciparum Hsp90; S. cerevisiae expressing PfHsp90, BacTiter-Glo ATP, 48 h; yeast lacking PDR1 and PDR3 efflux regulators; inhibition, % at 9.4 µM; hit rate 0.32% among 310,000; AID 504621;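 active = every replicate shows inhibition above about 80%, whatever the replicate mean, limit read from the data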;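 note: 0% = DMSO neutral controls and 100% = 20 µM radicicol positive controls; yeast relying on Plasmodium falciparum Hsp90 in place of its own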
# phage Ecoli inh: E. coli growth loss with phage present; growth absorbance; inhibition, % at 11.9 µM; hit rate 0.26% among 360,000; AID 651602; in the data active = inhibition above about 11%
# An asterisk follows results filed as active; . = no result given.
SMILES,MOR-DOR inv ag,Mot1-301 SUMO,HTR5A inv ag,PKA-R1A act,AddAB inh,E coli growth,PKA-R2B act,Tat transport,OPRM1-OPRD1 ag,PfHsp90 set2,phage Ecoli inh
CC(NC(=O)c1sc2ccccc2c1Cl)C1CCCO1 (stereo not given),-3,0,-24,5,1.1,1.2,8,-3,0.5,-8,2.0
O=C(COc1cccnc1[N+](=O)[O-])Nc1ccc2c(c1)OC(F)(F)O2,11,88,15,-6,5.2,-0.9,-3,-5,-2.5,2,6.2
CCOC(=O)c1ccc(NC(=O)C(=O)NCC2CCCO2)cc1 (stereo not given),11,-5,-10,2,2.1,-0.5,-11,1,-2.7,-5,-0.2
O=c1c2ccccc2nnn1CSc1nnc(Nc2ccccc2)s1,1,59,10,3,1.7,1.0,-6,-4,-0.2,-8,3.2
COC(=O)c1ccc(NC(=O)CN2CCN(c3ccccc3C)CC2)cc1,-16,14,8,0,0.0,-0.4,-5,6,2.8,-28,2.2
COc1cc(C)c(NC(=S)Nc2ccc(Cl)c(Cl)c2)cc1OC,-13,-7,-14,-6,4.7,2.4,-7,2,2.6,-8,2.8
Cc1ccnc(SCCn2c(N3CCC(C)CC3)nc3c2c(=O)n(C)c(=O)n3C)n1,11,-3,-11,-1,-0.6,-1.2,-6,1,-2.1,1,2.0
CN(C)c1cccc(C(=O)OCCNC(=O)c2cccc(S(=O)(=O)N3CCOCC3)c2)c1,-3,-1,-1,-8,2.2,1.8,-6,-4,0.5,24,0.0
COC(=O)CNC(=O)c1cccs1,17,6,16,-18,0.8,-0.2,-9,-9,-2.8,-2,1.8
CC1(C)Cc2cccc(OCC(=O)NCc3cccs3)c2O1,11,.,-2,-10,-0.9,-0.3,2,1,-2.2,-8,2.6
N#CN1CCC(NS(=O)(=O)c2ccc(C(F)(F)F)cc2)CC1,16,7,-4,-20,7.3,-1.5,-9,-1,-2.8,13,2.4
O=C(NC1CCCCC1)c1ccc(Cn2cc(Br)cn2)o1,13,3,4,1,2.4,0.5,6,8,-2.7,3,1.6
Cc1cnc(C(=O)OCC(=O)NCCc2ccccc2)cn1,11,-22,-15,4,-0.8,-4.8,3,-2,-2.2,-14,-0.4
CCOC(=O)c1cc(C#N)c(SCC(N)=O)[nH]c1=O,13,-1,-8,-16,-0.8,0.6,-2,2,-2.5,-6,1.7
CC1(C)C(c2cccs2)=[N+]([O-])C2(CCCCC/C2=N\NC(N)=O)N1O (stereo not given),17,9,10,-7,-1.6,-2.3,-5,-10,-3.0,14,2.5
O=C(CCN1CCN(Cc2ccccc2)CC1)Nc1cccc(Br)c1,5,-11,-23,1,2.2,1.9,-14,-11,-1.1,-7,4.2
CSCC[C@H](NC(=O)COc1ccc(Cl)cc1Cl)c1nc2ccccc2[nH]1,-16,-5,-29,0,0.2,-0.4,-3,-3,3.0,19,2.9
O=S(=O)(c1ccc(Br)cc1)N1CCOC12CCCCC2,.,-8,.,.,-1.1,-1.1,.,-5,.,-24,3.7
COc1ccccc1N(CC(=O)NC1CCCCC1)C(=O)CNC(=O)c1cccs1,10,9,-15,10,5.9,-0.9,0,3,-1.9,10,3.4
CC1CCCCC12NC(=O)N(Cn1nnc3ccccc3c1=O)C2=O (stereo not given),6,40,-5,-3,3.5,1.2,-5,0,-1.4,23,4.6
Cc1cc(C)cc(Nc2nc3c([nH]2)c(=O)n(C)c(=O)n3C)c1,-33,5,3,-16,-1.7,-2.1,-6,2,4.6,25,4.5
CC(C)c1nc(SCC(=O)NC2CCCC2)c2c(=O)n(C)c(=O)n(C)c2n1,10,-2,-24,-7,1.0,0.0,-6,0,-1.8,5,-0.2
CN(C(=O)c1ccncc1)C1CC(C)(C)N(O)C(C)(C)C1,16,-6,-9,-4,0.9,2.4,0,-3,-3.8,34,2.1
COc1cc(/C=C2\SC(=S)N(NC(=O)c3ccncc3)C2=O)ccc1O,14,117,4,-6,2.6,0.8,-4,-4,-2.6,19,-2.7
O=C(CCl)N1CCN(S(=O)(=O)Cc2ccccc2)CC1,17,5,-23,11,1.3,2.6,-19,14,-4.3,28,1.2
# Later entries.
SMILES,MOR-DOR inv ag,Mot1-301 SUMO,HTR5A inv ag,PKA-R1A act,AddAB inh,E coli growth,PKA-R2B act,Tat transport,OPRM1-OPRD1 ag,PfHsp90 set2,phage Ecoli inh
Cn1c(SCCC(=O)O)nnc1-c1ccncc1,0,2,-9,3,-0.4,-0.6,-6,-6,0.1,-10,1.6
C=CCn1c(Cc2cccs2)nnc1SCC(=O)NC1CC1,20,-4,-4,-11,-1.4,-1.5,-2,0,-3.6,9,2.5
COc1nc(C#N)c(N2CCOCC2)o1,10,-2,0,-7,1.8,-0.1,0,-9,-2.1,.,1.1
CCCCn1nc(CC(=O)O)c2ccccc2c1=O,-7,-5,-42,1,1.6,3.5,13,-5,1.4,-12,2.6
Cc1ccc(OCCNC(=O)c2cc(C3CC3)nc3c2cnn3C(C)C)cc1,-4,9,-13,-9,2.7,-2.8,-4,14,0.9,-3,2.7
CCCCCCOc1ccc(OCC(O)CN2C(=O)NC(C)(C)C2=O)cc1 (stereo not given),0,-4,-1,6,-1.3,0.2,0,4,-0.1,-5,3.9
COc1cc(SC)ccc1C(=O)OCc1nc2ccsc2c(=O)[nH]1,11,-11,0,-11,-0.9,-0.7,-6,0,-2.0,1,3.6
COc1ccc(CC(=O)NNC(=O)c2ccccn2)cc1,10,2,21,0,-0.7,-10,-8,4,-2.0,0,-3.5
CCOc1ccc(NC(=O)c2ccc(Cl)c(NC(=O)c3ccco3)c2)cc1,-2,9,1,-7,1.3,0.0,-1,1,0.3,-16,2.3
COc1ccc(S(=O)(=O)N(C)c2ccc(C(=O)N3CCN(C)CC3)cc2)cc1,12,-4,1,-1,-1.9,1.2,-7,7,-2.1,6,1.2
O=C(COC(=O)CCN1C(=O)/C(=C\C=C\c2ccccc2)SC1=S)Nc1ccc(Br)cc1,7,-12,-2,1,0.2,-1.6,6,-6,-1.3,0,2.2
Cn1c(=O)c2c(nc(-n3ccnc3)n2Cc2ccc(Cl)cc2Cl)n(C)c1=O,-24,-3,-20,1,2.6,-0.9,5,-1,3.9,13,1.5
O=C(COC(=O)c1cc(S(=O)(=O)N2CCOCC2)c(Cl)cc1Cl)Nc1ncc(C(F)(F)F)cc1Cl,12,0,-12,-3,0.4,0.8,15,-9,-2.0,.,0.6
COc1ccc(C2C3=C(CC(C)(C)CC3=O)Nc3c2c(=O)[nH]c(=O)n3Cc2ccccc2)cc1OC (stereo not given),2,-11,-32,0,1.2,0.8,-18,-3,-0.4,-4,1.6
COc1ccccc1Nc1nc(N)nc(CN2CCOCC2)n1,13,1,-19,-1,5.5,4.9,-2,-4,-2.5,-1,1.1
Cc1cc(C(=O)O)cc(S(=O)(=O)NNC(=O)c2cccs2)c1C,11,-1,-10,0,1.1,1.6,-2,11,-1.9,-6,0.1
COc1ccc(CCNCC(=O)Nc2c(C)cc(C)cc2C)cc1OC,18,-1,6,-7,1.0,-0.8,-2,7,-3.9,-2,0.2
Cc1ccc(S(=O)(=O)N2CCOCC2)cc1NC(=O)CNCc1ccccn1,2,-16,-4,-19,0.9,-1.4,-6,5,-0.4,1,-0.3
COCCN(C(=O)COC(=O)C1=COCCO1)c1c(N)n(Cc2ccccc2)c(=O)[nH]c1=O,5,-2,-9,9,-0.2,-0.8,-5,2,-1.0,-6,0.2
NC(=O)c1cccc(S(=O)(=O)N2CC(c3ccccc3)CC2=O)c1 (stereo not given),4,151,0,2,2.4,1.5,11,-9,-0.9,1,0.3
CC(C)Nc1nc2cccnc2s1,12,-3,-4,-1,0.7,1.2,-1,-4,-2.4,6,2.9
CCC(c1nnnn1Cc1ccccc1)N1CCN(c2ccc(OC)cc2)CC1 (stereo not given),15,31,2,2,-1.3,0.2,3,3,-2.9,14,2.8
CCC(C)[C@H](NC(=O)N1CCn2c1nc1ccccc12)C(=O)NCC1CCCO1 (stereo not given in full),.,-5,.,3,2.8,0.1,10,0,.,-6,0.9
Cc1occc1C(=O)Nc1nn[nH]n1,14,-6,-22,-13,2.4,1.0,-3,12,-2.5,-28,3.7
CC(C)[C@H](NC(=O)c1ccccc1)C(=O)NC1=NCCS1,18,-3,-6,5,-1.1,0.3,-15,-4,-3.4,.,3.8
# Additional results:
SMILES,MOR-DOR inv ag,Mot1-301 SUMO,HTR5A inv ag,PKA-R1A act,AddAB inh,E coli growth,PKA-R2B act,Tat transport,OPRM1-OPRD1 ag,PfHsp90 set2,phage Ecoli inh
CCCCn1c(N)c(N(CCOC)C(=O)CCN2C(=O)C3CC=CCC3C2=O)c(=O)[nH]c1=O (stereo not given),-1,.,10,2,.,.,10,5,0.2,-5,2.2
COc1ccc(C(C)C)cc1S(=O)(=O)N1CC(C)OC(C)C1 (stereo not given),12,-30,12,-7,7.3,-2.2,3,-2,-2.5,23,1.7
COc1ccc(CC(=O)NCCc2cnc[nH]2)cc1,6,42,3,-13,-0.2,-0.6,-2,1,-1.3,-5,1.0
Cn1c(C(=O)O)c(CC(=O)N2CCC(Cc3ccccc3)CC2)c2ccccc21,3,893*,-10,3,6.5,2.0,-4,0,-0.5,1,4.2
OC(CNC1CCCCCC1)COc1cccc2ccccc12 (stereo not given),-25,0,5,-9,3.7,1.9,3,6,5.6,-19,2.6
COc1ccc(NC(=O)CCNC(=O)N2CC(=O)Nc3ccccc32)c(OC)c1,7,-4,4,-1,1.7,1.4,-8,-3,-1.4,25,-1.7
COc1ccc(C(=O)OCC(=O)Nc2ccc(F)c(F)c2)cc1OC,14,0,-4,5,1.9,-1.0,-14,-5,-2.4,2,-0.4
CC(NC(N)=O)C(=O)NCC(=O)OCc1ccccc1 (stereo not given),11,5,15,4,3.7,2.5,-7,-6,-2.0,12,0.8
COc1cc(/C=N/NC(=O)CN(Cc2ccccc2)S(=O)(=O)c2ccc3c(c2)OCCO3)ccc1O,3,0,-29,-6,4.6,2.7,-3,11,-0.5,-44,2.5
Cc1ccc(C2=NOC(=O)/C2=C\C=C\c2ccccc2)cc1,-1,218,-6,-6,.,.,-11,1,0.3,-5,-0.2
CN(C(=O)COC(=O)c1ccc(S(=O)(=O)N2CCCC2)cc1)c1ccccc1,8,12,7,1,5.3,-0.4,-17,1,-1.6,.,-1.7
O=C(NCc1ccco1)c1nn2cccnc2c1Cl,1,-4,-19,7,3.5,1.7,3,-5,-0.1,0,2.0
CCOC(=O)N1CCC(NC(=O)CS(=O)Cc2nc(-c3ccc(Cl)cc3)oc2C)CC1 (stereo not given),5,13,-22,-7,0.3,-1.0,9,6,-1.0,7,0.0
CC(NC(=O)c1ccccc1)C(=O)OCn1nnc2ccccc2c1=O (stereo not given),10,-4,-12,-1,-1.9,-1.3,-9,-7,-2.8,19,3.0
CC1CC1C(=O)Nc1ccc(S(=O)(=O)N2CCCCC2)cc1 (stereo not given),4,.,-7,-3,.,.,5,3,-0.6,.,0.5
COc1ccc(CNC(=O)CN(C(=O)CCC(=O)Nc2ccccn2)c2ccc(C)cc2)cc1,10,22,10,-5,0.7,-1.6,-6,1,-1.6,-91,1.8

# Screening data as filed in PubChem.
